# p53 reactivation: re-activators of mutant p53; H1299 p53-A138V BP100-luciferase reporter, luminescence, 24 h; Potency, µM (highest dose often 92.2 µM), for the others: at the top dose activity change, positive = activation, usual class: activators; 320,000 tested, 0.063% active; further: potency means the concentration at half of the fitted maximal effect; % of control where 0% means no effect; nearly all actives have a fitted effect of over 45% in size
#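 H1299 (p53-null), stable ts p53-A138V + BP100-Luc; 1000 cells/well, Opti-MEM/10% FBS; cpd 4 pt, 1:5; 24 h, 37 deg C, 5% CO2; detection reagent 10 min RT; luminescence.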
# BRCA1 expr up: increases BRCA1 expression; Potency, µM (top dose mostly 46.1 µM), for inactives: top-dose activation, usual class: activators; AID 624202; 380,000 tested, 1.1% active; MCF7-BRCA1-FFLuc reporter, luminescence, 48 h; response scale: scaled: vehicle 0%, 10 µM genistein 100%; further: potency means the concentration at half of the fitted maximal effect; nearly all actives have a fitted effect of over 80% in size; some results filed as inactive show a strong effect at the top dose
#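 First, MCF7-BRCA1-FFLuc cells (2000/well) attach for 2 h; next, compounds are pin-added and incubated 48 h at 37 °C; finally, luciferase reagent is added and luminescence read after 15 min.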
# PKM2 activator: PKM2 (human) enzyme activation; P14618; purified PKM2, Kinase-Glo ATP luminescence, activation; response scale: 0% is enzyme alone, no compound; Potency, µM (highest dose often 57.5 µM), without a hit: at the highest dose activation, hits mostly activators; 260,000 tested, 0.34% active; AID 1631; further: potency means the concentration at half of the fitted maximal effect; on the % scale 0 is the no-effect control and ±100 the full control effect; nearly all actives have a fitted effect of over 55% in size
#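 Purified hPK-M2 (>95%) run at intermediate activity with 0.1 mM ADP and 0.5 mM PEP in 50 mM imidazole pH 7.2, KCl, MgCl2; 1 h room temperature. ATP formed read by Kinase-Glo luminescence; normalized to uninhibited and no-enzyme controls.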
# NPC1 prom act: activates the NPC1 promoter; Potency, µM (highest dose often 9.22 µM), for the others: at the highest dose activation, most hits filed as activators; Huh7 NPC1 promoter luciferase reporter, 24 h; 320,000 tested, 2.4% active;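 further: potency means the concentration at half of the fitted maximal effect; % of control where 0% means no effect; nearly all actives have a fitted effect of over 60% in size; reporter is driven by a mutant NPC1 promoter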
#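 Luminescence from an NPC1 promoter-driven luciferase reporter in stably transfected Huh7 cells was measured after 24 h compound treatment at 37 °C, followed by 10 min ambient incubation with luciferase detection reagent.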
# Menin MLL FP TR: displaces Texas Red mutant MLL peptide from human menin; 270,000 tested, 0.23% active; Menin + Texas Red MLL mutant peptide, fluorescence polarization; AID 1768; Potency, µM (top dose mostly 61.6 µM), for the others: at the highest dose FP activity change, negative = inhibition, actives largely listed as inhibitors; active means well fitted inhibition curve with a large enough effect in the polarisation, with a control signal flat, not every such curve was filed as active; inconclusive means small, poorly fitted or top-dose-only effect, or effect the other way, or a change in a side signal; inactive means no such curve, though single readings can be large or run the other way; the % refers to the polarisation; further: potency means the concentration at half of the fitted maximal effect; % of control where 0% means no effect; many of its hits are not listed in these tables
# Target sequence (O00255 whole entry, looked up): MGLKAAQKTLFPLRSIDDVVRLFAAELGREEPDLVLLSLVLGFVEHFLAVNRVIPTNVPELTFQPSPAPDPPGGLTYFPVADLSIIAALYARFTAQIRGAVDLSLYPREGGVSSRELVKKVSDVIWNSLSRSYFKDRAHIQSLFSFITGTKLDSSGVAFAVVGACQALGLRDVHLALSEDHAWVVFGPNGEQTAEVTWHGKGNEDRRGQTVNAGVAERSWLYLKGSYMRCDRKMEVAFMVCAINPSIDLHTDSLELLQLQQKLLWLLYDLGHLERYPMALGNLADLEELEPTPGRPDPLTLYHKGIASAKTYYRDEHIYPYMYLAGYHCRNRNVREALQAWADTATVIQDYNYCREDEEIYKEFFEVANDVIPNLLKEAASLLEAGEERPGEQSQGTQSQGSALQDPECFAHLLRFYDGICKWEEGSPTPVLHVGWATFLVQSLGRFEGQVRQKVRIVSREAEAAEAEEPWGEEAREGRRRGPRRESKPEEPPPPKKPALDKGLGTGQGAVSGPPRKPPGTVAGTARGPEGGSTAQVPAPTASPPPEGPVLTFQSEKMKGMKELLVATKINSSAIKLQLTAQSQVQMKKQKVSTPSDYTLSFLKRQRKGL
# ELG1 genotoxic: genotoxicity induction in ELG1-luciferase HEK293T cells. 330,000 tested, 1.3% active. HEK293T ELG1-luciferase reporter, luminescence, 16 h. Potency, µM (doses to about 46 µM), inactives show at the highest dose activity change, positive = activation, actives largely listed as activators; further: potency means the concentration at half of the fitted maximal effect; % of control where 0% means no effect; nearly all actives have a fitted effect of over 60% in size
#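 HEK293T cells expressing luciferase-tagged ELG1 were treated with compound or DMSO for 16 hr at 37°C. Luciferase activity was then read after 30 min with ONE-Glo at room temperature; rising signal flags genetic stress.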
# FLuc counter: firefly luciferase modulation, counter-screen for miR-21 project; purified FLuc, Km substrates, luminescence inhibition; 360,000 tested, 6.9% active; AID 588342; P08659; Potency, µM (doses to about 57.5 µM), for inactives: at the top dose activity change, negative = inhibition, actives largely listed as inhibitors;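 further: potency means the concentration at half of the fitted maximal effect; plate controls were vehicle for no effect and reference inhibitor for full effect; nearly all actives have a fitted effect of over 55% in size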
#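 Purified P. pyralis luciferase (10nM final) with 10uM D-luciferin and 10uM ATP (Km levels) in 50mM Tris acetate pH 7.5, 10mM Mg acetate, 0.01% Tween-20, 0.05% BSA; qHTS 6-point titration, ~60 µM downward; luminescence read.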
# Rab9 promoter act: Rab9 promoter activation. 320,000 tested, 2.8% active. Potency, µM (highest dose often 9.22 µM), for the others: top-dose activation, negative = inhibition, actives largely listed as activators. Huh7 Rab9 promoter-luciferase reporter, luminescence, 24 h; further: potency means the concentration at half of the fitted maximal effect; % of control where 0% means no effect; nearly all actives have a fitted effect of over 60% in size
#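 Luminescence from Amplite-detected luciferase (10 minutes, ambient) reports Rab9 promoter activation. Before that, stable Rab9-luciferase Huh7 cells (1500/well, reduced-serum OP-MEM I plus 10% FBS) were exposed to compound for 24 hours at 37C.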
# Gal4-VP16 FLuc: counter-screen for ROR gamma inhibitors: Gal4-VP16 reporter; Drosophila S2 Gal4-VP16 UAS-luciferase, luminescence, 20 h; Potency, µM (doses to about 53.6 µM), for the others: at the top dose activity, negative = inhibition, actives largely listed as inhibitors; 310,000 tested, 3.5% active; AID 2546;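 further: Gal4-VP16 expression switched on by copper sulfate through the metallothionein promoter; potency means the concentration at half of the fitted maximal effect; on the % scale 0 is the no-effect control and ±100 the full control effect; nearly all actives have a fitted effect of over 50% in size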
# Giardia kill: kills Giardia lamblia; Giardia lamblia trophozoite viability; 340,000 tested, 0.15% active; activity change, % at 7.66 µM, hits read low; in the data active means activity change below about -80%; inconclusive means between about -30% and that limit;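 further: parasites exposed to compound for two days anaerobically before the ATP read; on the % scale 0 is the no-effect control and ±100 the full control effect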
#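 Viability, read as ATP luminescence: trophozoites at 100 cells/well, compound added, 48 hrs anaerobic at 37 deg C, then 15-30 min room-temperature development before reading.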
# RORg inh: ROR gamma (mouse) transcription inhibition; P51450; Drosophila S2 Gal4-RORgamma UAS-luciferase reporter, 20 h; Potency, µM (doses to about 53.6 µM), inactives show at the top dose activity change, negative = inhibition, hits mostly inhibitors; 310,000 tested, 5.4% active; AID 2551; further: potency means the concentration at half of the fitted maximal effect; on the % scale 0 is the no-effect control and ±100 the full control effect; nearly all actives have a fitted effect of over 60% in size
# Target sequence (P51450 whole entry, looked up, the tested form may be a part): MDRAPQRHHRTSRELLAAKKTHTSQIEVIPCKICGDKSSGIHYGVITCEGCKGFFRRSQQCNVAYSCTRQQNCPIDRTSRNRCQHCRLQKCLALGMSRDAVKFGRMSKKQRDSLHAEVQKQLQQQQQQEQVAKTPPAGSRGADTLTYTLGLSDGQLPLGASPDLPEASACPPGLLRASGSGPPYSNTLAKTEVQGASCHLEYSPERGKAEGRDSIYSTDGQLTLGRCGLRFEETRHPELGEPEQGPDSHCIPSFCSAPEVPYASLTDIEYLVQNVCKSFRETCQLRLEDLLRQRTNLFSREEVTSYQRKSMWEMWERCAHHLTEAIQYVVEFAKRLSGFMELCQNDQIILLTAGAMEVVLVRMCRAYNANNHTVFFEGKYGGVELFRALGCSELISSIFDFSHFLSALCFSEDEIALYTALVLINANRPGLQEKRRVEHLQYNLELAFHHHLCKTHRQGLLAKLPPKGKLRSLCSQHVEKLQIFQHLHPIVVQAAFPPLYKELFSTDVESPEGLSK
#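 Schneider cells (Drosophila), stable Gal4 DBD–ROR gamma + UAS-luc; 1 hr cmpd preincubation; Cu2+ induction 700 uM final; 20 hr ambient; luminescence.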
# Numbers without * were called inactive; ? = inconclusive; nt = not tested or not shown; & = joins results of further samples; [ ] = dose if it differs, or a comment. Unless noted, the call rests on the fitted dose curve; in most records, active means well fitted curve in the direction sought with a large enough effect; inconclusive means small, poorly fitted or top-dose-only effect, or another doubt; inactive means no such curve, though single readings can be large; an effect the other way counts as inactive or inconclusive.
no.	SMILES	PKM2 activator	Gal4-VP16 FLuc	Rab9 promoter act	Giardia kill	RORg inh	Menin MLL FP TR	ELG1 genotoxic	FLuc counter	NPC1 prom act	p53 reactivation	BRCA1 expr up
1	COc1ccc(OC)c(NC(=O)CN(Cc2ccccc2)S(C)(=O)=O)c1	-1%	-6%	-2%	-2	7%	-9%	0%	2%	-6%	-4%	-8%
2	CN(C)CCCN(C(=O)c1ccc(C(=O)c2ccccc2)cc1)c1nc2cc3c(cc2s1)OCO3	-1%	-15%	-2%	17	?	?	-10%	-2%	7%	-24%	-35%
3	Cc1ccc(-c2noc(CCCC(=O)NC3CCCCC3)n2)cc1	nt	?	4%	-1	17%	-24%	-5%	-16%	-2%	1%	-42%
4	CC1CCN(CCCn2c(=S)[nH]c3ccc(N4CCOCC4)cc3c2=O)CC1	-3%	-2%	-1%	-6	12%	-30%	1%	1%	0%	1%	3%
5	Cc1ccc(N2CCN(c3cc(C)nc4c5c(C)cc(C)nc5nn34)CC2)cc1	10%	4%	-5%	nt	-22%	5%	4%	2%	-1%	-1%	nt
6	CCCCOC(=O)Nc1ccc(S(=O)(=O)Nc2ccc([N+](=O)[O-])cc2)cc1	0%	?	-2%	-17	?	?	-2%	-13%	-2%	13%	-17%
7	COc1ccc(NC(=O)CSc2ccc3c4c(cccc24)C(=O)c2ccccc2-3)cc1	2%	2%	21%	-5	-4%	nt	12%	-2%	17%	6%	-10%
8	CCC(=O)N1CCc2cc(S(=O)(=O)Nc3ccccc3C)ccc21	nt	5%	4%	-1	10%	-9%	-1%	2%	1%	-4%	16%
9	O=C(CNS(=O)(=O)c1ccccc1Br)OCC(=O)N1CCc2ccccc21	8%	-1%	0%	-27	14%	3%	2%	-21%	-3%	-1%	-2%
10	CCc1ccc(/C=C/c2c([N+](=O)[O-])c(=O)n(C)c(=O)n2C)cc1	nt	0%	-6%	-4	?	-6%	-10%	1%	-2%	-12%	-86%
11	COc1cc(CCC(=O)NNC(=O)c2ccc(Cl)cc2)cc(OC)c1OC	nt	-4%	-9%	6	2%	8%	-1%	1%	-2%	-2%	-6%
12	Cc1ccc(NC(=O)CN2CCC(C(=O)c3ccc4c(c3)OCCO4)CC2)cc1	-4%	7%	0%	5	16%	-10%	0%	-4%	1%	-2%	19%
13	O=C(Nc1ccccc1C(=O)Nc1ccncc1)c1ccccc1	-3%	-6%	2%	-12	3%	18%	4%	-19%	1%	-3%	-3%
14	Cc1cccc(C)c1Nc1c(-c2ccccn2)nc2ccccn12	0%	-9%	1%	13	11µM*	-25%	?	2%	4%	?	-72%
15	CCCCC1(C)NC(=S)N2N1C(=S)NC2(C)CCCC (configuration not stated)	-37%	0%	1%	3	-22%	nt	0%	-8%	1%	-1%	-6%
16	CCOc1ccc(-c2cc(C(=O)OC)nc3c2c(=O)n(C)c(=O)n3C)cc1	-2%	6%	9%	?	0%	nt	-1%	-1%	-3%	1%	-9%
17	CCOc1ccccc1OCC(=O)Oc1ccc(C)c(C)c1	-4%	-8%	-2%	?	-14%	2%	0%	-6%	1%	13%	-14%
18	CCOc1ccccc1C(=O)NCC(=O)OCCOc1cccc(Cl)c1	3%	7%	-1%	5	38%	-3%	1%	1%	-3%	-2%	-10%
19	CC(C)(C)c1nnc(NC(=O)c2ccc3c(c2)OCO3)s1	-24%	?	2.5µM*	-5	-67%	7%	?	6.7µM*	2µM*	?	?
20	Cc1ccc(Sc2nc(-c3ccccc3)ccc2C#N)cc1	4%	-4%	2%	4	-4%	17%	-1%	2%	1%	5%	-18%
21	C[C@H](NC(=O)OC(C)(C)C)c1nnc(SCC(N)=O)o1	-1%	9%	-8%	20	8%	8%	2%	10%	14%	5%	3%
22	CCC(C)(C)n1nnnc1C(C(C)C)N1CCSCC1 (configuration not stated)	0%	-1%	?	2	-6%	-4%	-7%	0%	-3%	0%	0%
23	Cc1ccc(NS(=O)(=O)c2ccccc2[N+](=O)[O-])cc1C	1%	-3%	-7%	-1	-26%	3%	-5%	?	-1%	11%	32%
24	COc1cccc(C2SCC(=O)N2c2cccc(C)c2)c1OC (configuration not stated)	0%	-1%	-3%	-7	-14%	-7%	-2%	-1%	-3%	3%	0%
25	CN(Cc1c(C(=O)N/N=C/c2cccs2)nnn1-c1nonc1N)c1ccccc1	nt	?	0%	-3	5.6µM*	?	1%[9.26 µM]	5%	-7%	-4%	-4%

# 5 entries drawn at random from those above:
no.	SMILES	PKM2 activator	Gal4-VP16 FLuc	Rab9 promoter act	Giardia kill	RORg inh	Menin MLL FP TR	ELG1 genotoxic	FLuc counter	NPC1 prom act	p53 reactivation	BRCA1 expr up
12	Cc1ccc(NC(=O)CN2CCC(C(=O)c3ccc4c(c3)OCCO4)CC2)cc1	-4%	7%	0%	5	16%	-10%	0%	-4%	1%	-2%	19%
2	CN(C)CCCN(C(=O)c1ccc(C(=O)c2ccccc2)cc1)c1nc2cc3c(cc2s1)OCO3	-1%	-15%	-2%	17	?	?	-10%	-2%	7%	-24%	-35%
23	Cc1ccc(NS(=O)(=O)c2ccccc2[N+](=O)[O-])cc1C	1%	-3%	-7%	-1	-26%	3%	-5%	?	-1%	11%	32%
3	Cc1ccc(-c2noc(CCCC(=O)NC3CCCCC3)n2)cc1	nt	?	4%	-1	17%	-24%	-5%	-16%	-2%	1%	-42%
13	O=C(Nc1ccccc1C(=O)Nc1ccncc1)c1ccccc1	-3%	-6%	2%	-12	3%	18%	4%	-19%	1%	-3%	-3%

# Further entries:
no.	SMILES	PKM2 activator	Gal4-VP16 FLuc	Rab9 promoter act	Giardia kill	RORg inh	Menin MLL FP TR	ELG1 genotoxic	FLuc counter	NPC1 prom act	p53 reactivation	BRCA1 expr up
26	O=C(NCc1ccco1)C(c1cccs1)N(C(=O)C1COc2ccccc2O1)c1cccc(O)c1 (configuration not stated)	12%	-8%	-7%	9	-25%	30%	-12%	8%	1%	5%	0%
27	COc1ccc(C(=O)COC(=O)CNC(=O)c2cccc(OC(F)F)c2)cc1	-4%	3%	11%	14	7%	2%	1%	?	4%	-2%	2%
28	CCC(CC)C(=O)c1c[nH]c(C(=O)N2CCN(c3ccc(OC)cc3)CC2)c1	-1%	-2%	0%	17	17%	-13%	7%	-2%	7%	-2%	12%
29	CCOc1ccc(/C=C/C2=NNC(=O)CC2)cc1	-33%	1%[10 µM]	?	-8	1%	-12%	18µM*	15µM*	?	3%	77%
30	CCc1cccc(NS(=O)(=O)c2c(C)[nH]c(=O)[nH]c2=O)c1	nt	-8%	9%	8	2%	3%	1%	0%&-2%	1%	7%	1%
31	CCOC(=O)C1=C(C)NC(=O)NC1c1ccc(N(C)C)cc1 (configuration not stated)	4%	14%	-5%	-13	2%	1%	5%	-1%	-2%	1%	0%
32	CC1CCN(S(=O)(=O)c2cccc(C(=O)NC3CCCCC3)c2)CC1	-1%	-2%	0%	-10	?	-6%	-9%	1%	0%	-4%	-39%
33	O=C(O)CCCC(=O)NCc1c(Cl)cccc1Sc1ccc(Cl)cc1	-6%	-7%	4%	-3	10%	nt	1%	-12%	3%	-3%	1%
34	COc1cccc(NC(=O)CC2(CC(=O)O)CCCC2)c1	-9%	4%	-2%	-5	-17%	-1%	0%	-2%	-2%	4%	2%
35	COc1cccc(N2C(=O)[C@H]3C(C(=O)c4cnccn4)=NN[C@H]3C2=O)c1	9%	0%	1%	13	-1%	-10%	2%	-1%	-3%	4%	1%
36	COc1cccc(CNC(=O)c2ccc(NC(=O)C3=CSCCO3)cc2)c1	nt	3%	4%	4	29%	nt	?	?	20%	-4%	0%
37	CCOc1cc(C(=O)NC(C)COC)cc(OCC)c1OCC (configuration not stated)	3%	2%	-1%	-2	23%	5%	2%	0%	2%	-2%	1%
38	Cc1nn(CC(=O)NC(C)c2ccccc2)c(C)c1[N+](=O)[O-] (configuration not stated)	-6%	-10%	0%	8	0%	3%	0%	0%	-1%	0%	5%
39	O=C(Cc1ccc(Cl)cc1)NC1CCCN(Cc2ccccc2F)C1 (configuration not stated)	1%	-10%	6%	25	27%	-5%	-6%	-1%	0%	nt	-21%
40	COc1ccc(/C=C2/C(=O)N(c3c(F)c(F)c(F)c(F)c3F)N=C2C)cc1	-4%	?	-2%	-23	-24%	18%	13%	?	2%	15%	12%
41	O=S(=O)(Nc1ccc(-n2cnnn2)cc1)c1ccc(F)c(F)c1F	?	3%	-6%	-22	9%	nt	2%	2%	0%	-1%	-1%

# Compound activity deposited in PubChem by National Center for Advancing Translational Sciences (NCATS).

# Only part of the results is shown; count on the stated rates, not on these rows.
